# PhoP GFP inhibition = PhoP regulon inhibitors, Salmonella typhi PhoP promoter GFP reporter, confirmatory (AID 1850); Salmonella Typhi PhoP-promoter GFP reporter, fluorescence, 4 h; higher % means a stronger effect; 310,000 compounds, 0.33% hits; inhibition, % at 50 µM; hits with a dose series show IC50 in µM; in the data active = a potency from the dose series; inconclusive = inhibition mostly from about 25% at the one dose, without a potency; inactive = the rest, 99 in 100 with inhibition below about 19%;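 note: 0% = induced wells with vehicle and 100% = uninduced wells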
# VEEV TC-83 Vero = inhibitors of VEEV TC-83 cytopathic effect, confirmation, Vero cells (AID 588727); Vero cells, VEEV TC-83 cytopathic effect inhibition; higher % means a stronger effect; inhibition, % at 20 µM, or IC50 in µM where a hit was titrated; 350,000 compounds, 0.13% hits; in the data active = a potency from the dose series; inconclusive = inhibition mostly from about 14% at the one dose, without a potency; inactive = the rest, 99 in 100 with inhibition below about 12%; note: strong numbers were not always called active
# tuberculosis growth = growth inhibition of non-replicating M. tuberculosis (AID 488890) | Mycobacterium tuberculosis non-replicating, growth inhibition; higher % means a stronger effect | inhibition, % at 25 µM; hits with a dose series show IC50 in µM | 320,000 compounds, 0.39% hits; in the data active = a potency from the dose series; inconclusive = inhibition mostly from about 82% at the one dose, without a potency; inactive = the rest, 99 in 100 with inhibition below about 76%;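 note: plate controls were DMSO cells for no effect and high antibiotic wells for full effect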
# influenza NS1A = H1N1 influenza NS1A inhibitors, functional cell based assay (AID 504329) | 340,000 compounds, 0.3% hits | one-dose inhibition, % at 12.5 µM; IC50 in µM for titrated hits | NS1A functional cell-based assay, percent inhibition; higher % means a stronger effect; in the data active = a potency from the dose series; inconclusive = inhibition above about 27% without an active follow-up result; note: strong numbers were not always called active
# M. tuberculosis HTS = M. tuberculosis growth inhibition, HTS (AID 449762); M. tuberculosis H37Rv growth inhibition, 7H9 media; higher % means a stronger effect; inhibition, % at 25 µM; hits with a dose series show IC50 in µM; 330,000 compounds, 0.59% hits; in the data active = a potency from the dose series; inconclusive = inhibition above about 70% without an active follow-up result;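 note: bacterial growth assessed after seven days of incubation; strong numbers were not always called active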
# VEEV TC-83 Vero 10K pilot screen = also measured in VEEV TC-83 Vero; calls as there; inhibition, %; measured here: 10K pilot screen inhibition
# Active calls of the source: *; i = inactive; ? = inconclusive; · = not tested or not shown. Rows were taken by chance. Share with any hit: about 1.6%.
SMILES,PhoP GFP inhibition,VEEV TC-83 Vero,tuberculosis growth,influenza NS1A,M. tuberculosis HTS,others
Cc1ccccc1CNC(=O)c1ccccc1SCC(=O)NCc1ccco1,·,7.6%,·,-2%,·,
CCOc1ccccc1CNCC1CCCO1 (stereo unspecified),-4%,i,-4%,-6%,-1%,
O=C1N/C(=N/N=C/c2ccc(F)cc2)SC1c1ccccc1 (stereo unspecified),-3%,i,?,·,0%,
CCN(CC)C(=O)C1CCCN(C(=O)CCn2nnnc2CN2CCOCC2)C1 (stereo unspecified),5%,2.4%,-25%,-7%,0%,
O=C1CCCCCN1Sc1ccccc1,-5%,10%,72%,0%,-1%,
CC(=O)OCC(=O)Nc1c(C)cccc1C,3%,0.4%,5%,4%,4%,
O=C(NC1CCCCC1)N1CCc2ccccc21,2%,i,10%,4%,-7%,VEEV TC-83 Vero 10K pilot screen=0.0
CCC(/C=C1\Oc2ccc(OC)cc2N1C)=C\c1sc2ccccc2[n+]1CCCS(=O)(=O)[O-],·,0.1%,·,3%,·,
Cc1ccnc2nc(C(=O)Nc3cc(Cl)ccc3N3CCOCC3)nn12,-1%,1.9%,?,-7%,0%,
Clc1ccccc1OCc1nnc(-c2ccccc2Br)o1,2%,5.8%,29%,11%,26%,
CCOc1ccc(C(=O)N(CN2CCCC2=O)c2ccccc2)cc1,-7%,i,4%,-6%,3%,
CCCN(Cc1cc2cc(C)ccc2[nH]c1=O)S(C)(=O)=O,1%,3.6%,11%,2%,-3%,
COc1ccc(-c2nc3ncccn3c2Nc2ccccc2)cc1,0%,1.4%,13%,-4%,7%,
CCCCc1nc(C(N)=O)c2[nH]c(=O)n(-c3ccc(OC)cc3OC)c2n1,-3%,1.2%,12%,2%,-2%,
Oc1c(-c2cc(-c3ccco3)[nH]n2)ccc2ccccc12,-1%,6.2%,1%,-4%,69%,
Cc1ccc(NC(=O)NNC(=O)C2CCN(Cc3ccc(F)cc3Cl)CC2)cc1,-2%,i,-14%,-16%,-5%,
O=C(Nc1ccc(S(=O)(=O)N2CCCC2)cc1)c1ccc(CN2CCc3ccccc3C2)cc1,5%,0.7%,72%,-14%,?,
COc1ccc(CCNC(=O)CN2CCN(Cc3ccc(F)cc3)C2=O)cc1OC,-5%,0.5%,-14%,-8%,-11%,
CCn1c(=O)c2c3c(sc2n2cnnc12)CCC3,-6%,4.9%,6%,5%,3%,
Cc1ccccc1NC(=O)CS(=O)(=O)c1cn(CC(=O)N2CCOCC2)c2ccccc12,2%,0.2%,-11%,-13%,-3%,
C=CCC(=O)NC1CC(C)(C)Cc2c1cnn2-c1ccccc1C (stereo unspecified),0%,0.3%,4%,-5%,-2%,
Cc1[nH]c(C)c(S(=O)(=O)NCc2ccc(OC(C)C)cc2)c1C(=O)N1CCCC1,-2%,0.7%,11%,-8%,0%,
COc1ccccc1NS(=O)(=O)c1cc(NC(=O)c2ccc(Cl)nc2)ccc1Cl,2%,11%,14%,-2%,-1%,
Cc1ccc(S(=O)(=O)NCC(=O)OCc2ccccc2Br)cc1,11%,1.6%,?,2%,?,
Cc1ccc(-n2cnc(=O)c3cccnc32)cc1,-7%,i,-8%,-15%,0%,
# (next part)
SMILES,PhoP GFP inhibition,VEEV TC-83 Vero,tuberculosis growth,influenza NS1A,M. tuberculosis HTS,others
CCN(CC)c1nc2cc(OC)ccc2cc1C#N,-17%,5.5%,·,-27%,-2%,
CN(c1ccccc1)S(=O)(=O)c1cccc(NC(=O)CSc2nncn2C)c1,-5%,0.5%,12%,-8%,-2%,
CCOC(=O)c1c(NC(=S)Nc2ccccc2C)sc2c1CCC2,-6%,0.0%,3%,7%,3%,
COc1cc(OC)cc(C2=NC3(CCC(C)CC3)NC2=S)c1 (stereo unspecified),13%,3.4%,63%,1%,38%,
C=CCOc1ccc2ccccc2c1CNn1cn[nH]c1=S,-2%,1.8%,-8%,-6%,12%,
Nc1ccc(-c2sc(N)nc2-c2ccccc2)cc1,-7%,9.6%,-4%,5%,-4%,
CNC(C)c1ccc(S(N)(=O)=O)cc1 (stereo unspecified),2%,1.1%,5%,-1%,-1%,
CCOC(=O)COC(=O)c1ccc(O)cc1,-5%,2.1%,17%,-8%,37%,VEEV TC-83 Vero 10K pilot screen=1.1
Cc1cc(C)nc(N/N=C/c2cc(C)n(CC(F)(F)F)c2C)n1,9%,0.1%,23%,-20%,9%,
Cc1nc(Nc2ccc3c(c2)OCCO3)c2oc3ccccc3c2n1,11%,i,16%,12%,13%,
Cc1ccc2c(c1)CCCN2C(=O)NC1CCCCC1,-4%,i,37%,2%,7%,
O=C(COC(=O)/C=C/c1ccc(S(=O)(=O)N2CCOCC2)cc1)Nc1ccc(F)c(F)c1F,·,0.6%,4%,2%,-2%,
Cc1nn(CC(C)C)c2sc(C(=O)NC3CC(C)(C)NC(C)(C)C3)cc12,-9%,1.4%,8%,-1%,6%,
CCOC(=O)c1ccccc1NC(=O)c1c(O)[nH]c(=O)[nH]c1=O,-9%,1.2%,60%,1%,18%,
CCc1ccc(N(C2C=CS(=O)(=O)C2)S(=O)(=O)c2ccc(C)cc2)cc1 (stereo unspecified),-21%,0.1%,0%,-2%,-2%,
COc1cc(OC)cc(C(=O)NC2CCN(Cc3nnnn3Cc3ccc(F)cc3)CC2)c1,-4%,0.2%,13%,7%,13%,
Cc1cccc(NC(=O)N2C[C@H]3C[C@@H](C2)c2cccc(=O)n2C3)c1,6%,0.2%,2%,7%,-11%,
Cc1cccc(NC(=S)N2N=CCC2c2ccccc2)c1 (stereo unspecified),-10%,1.6%,24%,1%,-15%,
COc1cccc(CNC(=O)c2ccccc2-c2ccccc2)c1,-10%,i,44%,-1%,?,
COc1ccc(C(=O)COc2ccccc2C(=O)Nc2ccccc2)cc1,-2%,0.9%,16%,-2%,9%,
Cc1cccc(C)c1OCc1nc2ccccc2c(=O)n1/N=C/c1ccc(OCC(=O)O)cc1,2%,3.2%,49%,3%,2%,
COc1cc(/C=C2/C(=N)N3C(c4ccccc4)=CSC3=NC2=O)ccc1OCC(=O)O,1%,1.3%,-2%,-15%,3%,
CC(=O)NN=C1CCC(c2ccccc2)CC1 (stereo unspecified),-1%,1.0%,35%,0%,5%,
O=C(COc1ncnc2ccccc12)Nc1cc([N+](=O)[O-])ccc1Cl,6%,7.0%,-6%,5%,-2%,
Brc1ccc(-c2csc(/N=C/N3CCCC3)n2)cc1,-6%,4.7%,23%,1%,?,

# Compounds from the list above that contain a furan ring, fused or not, in the order listed:
SMILES,PhoP GFP inhibition,VEEV TC-83 Vero,tuberculosis growth,influenza NS1A,M. tuberculosis HTS,others
Cc1ccccc1CNC(=O)c1ccccc1SCC(=O)NCc1ccco1,·,7.6%,·,-2%,·,
Oc1c(-c2cc(-c3ccco3)[nH]n2)ccc2ccccc12,-1%,6.2%,1%,-4%,69%,
Cc1nc(Nc2ccc3c(c2)OCCO3)c2oc3ccccc3c2n1,11%,i,16%,12%,13%,

# The list goes on:
SMILES,PhoP GFP inhibition,VEEV TC-83 Vero,tuberculosis growth,influenza NS1A,M. tuberculosis HTS,others
CCCCNC(=O)Cn1c(=O)c2c(ncn2CCC(C)C)n(Cc2ccccc2)c1=O,-21%,i,0%,2%,3%,
N#Cc1ccc(-c2ccc(OCC(O)CN3CCCCC3)cc2)cc1 (stereo unspecified),8%,0.8%,29%,-2%,0%,
Cc1cccc(-c2nnc(-c3ccccc3)o2)c1,4%,6.4%,80%,-5%,4%,
CC(C)C(Nc1ccc(C(F)(F)F)cc1[N+](=O)[O-])C(=O)O (stereo unspecified),4%,0.4%,16%,1%,7%,
CCCCN(C)C1CCN(C(=S)Nc2ccc(OCC)cc2)CC1,-3%,0.3%,7%,3%,-3%,
O=C1CC(=O)N(c2cccc(C(F)(F)F)c2)C(=O)N1,-18%,1.5%,-8%,-17%,-3%,
Fc1ccc(Cn2nnnc2C(c2ccc(F)cc2)N2CC=C(c3ccc(F)cc3)CC2)cc1 (stereo unspecified),-4%,1.0%,76%,2%,4%,
Cc1ccc(NCc2n[nH]c(=S)n2Cc2ccccc2)cc1Cl,·,3.5%,·,-2%,·,
CCn1c(COc2ccccc2Cl)nnc1SCC(=O)Nc1ncccc1C,10%,i,-18%,2%,1%,
O=C(Nc1ccc(C(=O)NN2C(=O)c3ccccc3C2=O)cc1)c1ccccc1,1%,2.6%,10%,4%,6%,
O=c1nc(-c2ccccc2)c2ccccc2[nH]1,-7%,2.7%,-10%,6%,-9%,
COc1ccc(/C=N/NC(=O)c2cccnc2)cc1CN1CCCc2ccccc21,0%,2.4%,-5%,5%,13%,
Cc1ccc(NC(=O)CSc2nc3ccccc3c3nc4ccccc4n23)cc1,7%,1.9%,-1%,-5%,-6%,
CCOc1ccc(Nc2nc(NCCN3CCOCC3)nc(OC)n2)cc1,-5%,4.7%,5%,-1%,7%,
COc1cc(O)oc1C=Nc1ccc(Cl)cc1,-7%,2.0%,1%,-3%,-7%,
Cc1cc(OCC(=O)NNC(=S)NC(=O)c2cccs2)ccc1Cl,-2%,4.5%,?,-11%,68%,
Cc1ccc(NC(=O)CSc2nnc(-c3cccnc3)o2)c(C)c1,9%,7.6%,7%,-13%,-1%,
O=C(/C=C/c1ccccc1)N1CCOCC1,4%,0.7%,4%,-27%,-7%,
COc1ccc(-c2ccc(-c3nc4ccc(C)cn4c3NC3CCCCC3)cc2OC)cc1,-6%,5.5%,73%,-3%,?,
COc1ccc(OCCSc2nc(N)cc(N)n2)cc1,1%,3.6%,14%,16%,-5%,
Cn1c2ccccc2c(=O)c2cc(C#Cc3ccc(N)cc3)ccc21,-3%,2.8%,37%,4%,21%,VEEV TC-83 Vero 10K pilot screen=4.1
CCN(CC)c1ccc(/C=N/NC(=O)c2ccc3nc[nH]c3c2)c(O)c1,31%,?,-11%,22%,11%,
Cc1cc2ccccc2nc1Br,-10%,0.1%,4%,3%,2%,
COC(=O)c1sccc1NC(=O)Nc1ccc(OC)cc1,-3%,3.0%,-7%,-6%,-1%,
C/C(=N\NC(=O)CC1N=C(Cc2ccccc2)NNC1=O)c1ccc(C)cc1 (stereo unspecified),2%,0.4%,-5%,9%,3%,
# Further structures
SMILES,PhoP GFP inhibition,VEEV TC-83 Vero,tuberculosis growth,influenza NS1A,M. tuberculosis HTS,others
Cc1ccccc1Nc1c(-c2ccccc2)nc2ncccn12,9%,0.4%,6%,11%,-2%,
Cn1ccnc1SCc1cn2ccccc2n1,-19%,1.3%,-7%,-22%,3%,
CC1CN(S(=O)(=O)c2ccc(Cl)c(S(=O)(=O)N3CC(C)OC(C)C3)c2)CC(C)O1 (stereo unspecified),1%,0.4%,7%,-7%,3%,
CS(=O)(=O)Nc1ccccc1C(=O)OCC(=O)NCc1cccs1,·,i,26%,-8%,4%,
O=C(Nc1nccs1)c1c(O)c2c(n(Cc3ccco3)c1=O)CCCC2,-2%,2.6%,18%,-18%,9%,
COC(Cc1ccccc1N1CCCC1=O)OC,11%,0.3%,5%,2%,-1%,
O=C(CNC(=O)c1ccc(Br)cc1)OCC(=O)c1ccccc1,-6%,4.0%,-10%,-7%,1%,
c1ccc2c(C[n+]3csc4ccccc43)cccc2c1,-4%,2.5%,27%,5%,-7%,
Cc1ccccc1Nc1nc(N)nc(COC(=O)c2ccccc2)n1,-8%,3.9%,17%,-5%,-4%,
CCOC(=O)c1c(C)[nH]c(C)c1C(=O)COC(=O)COc1ccc(Cl)c(C)c1,·,2.5%,·,-11%,·,
CCC(C)Sc1ccc([C@@H]2[C@@H]3C(=O)N(CC)C(=O)[C@@H]3[C@]3(C(=O)OC)CCCCN23)cc1 (stereo partly specified),·,i,3%,6%,5%,
O=C(Nc1ccccc1-c1nc2ccccc2s1)c1ccc(Br)o1,12%,0.4%,-1%,-9%,8%,
COc1ccccc1/C=C\C(=O)NCC(=O)N/N=C/c1cccc(OC)c1O,-2%,?,21%,-7%,4%,
CCn1c(SC(C)C)nnc1-c1c[nH]c2ccccc12,3%,3.5%,14%,-1%,-11%,
O=C(Nc1cccnc1)C(Cc1ccccc1)n1cccc1 (stereo unspecified),-2%,1.7%,5%,-5%,-7%,
Cn1nc(C(=O)Nc2ccccc2N2CCCC2)c2ccccc2c1=O,-2%,?,30%,7%,55%,
O=C(Cc1cnc2ncnn2c1)N1CCc2c([nH]c3ccccc23)C1c1ccccc1F (stereo unspecified),7%,4.0%,4%,2%,-1%,

# Compound activity: PubChem, Southern Research Specialized Biocontainment Screening Center
